PolyA inhibitor: inhibitors of polyadenylation in S. cerevisiae; S. cerevisiae SKY197-pL101 polyadenylation reporter, beta-gal luminescence; efflux-impaired pdr1/pdr3 knockout yeast; score 100 = 6 SD above DMSO; actives 0.02% (n = 300,000); calls only at 12 µM;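 active = lowest replicate activity score at least 50, where 100 means six control SD above control mean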;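 note: yeast exposed to compound for 9 h at 30 °C; higher score means more reporter readthrough which indicates perturbed polyadenylation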
HSF1 inhib: HSF1 inhibition; actives 0.77% (n = 300,000); NIH3T3-HGL HSE-luciferase, MG132-induced, luminescence 8 h; stronger effect = lower value; AID 2098; activity change, negative = inhibition, % at 7.5 µM (by protocol);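 active = more than half of replicate wells show activity change below -50%, luminescence cut by over half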;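 note: luciferase reports HSF-1 transcriptional activity via heat shock element; 0% = median of DMSO wells and -100% = zero luminescence signal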
KLF5 inh: inhibitors of KLF5 expression; DLD-1 KLF5 promoter-luciferase reporter, luminescence; inhibition, % at 5 µM; actives 0.23% (n = 290,000); AID 1700;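 active = inhibition above a per-plate limit of that plate's mean compound inhibition plus 3 SD, cut at about 60% in these data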;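 note: 0% = DMSO wells and 100% = LY294002 at 200 µM; higher means less KLF5 promoter-driven luciferase light; inactives centre near -14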
GSK3beta inhib: blocks human GSK3beta kinase activity; P49841; GST-GSK3beta kinase, ADP-Glo luminescence, 60 min; stronger effect = lower value; activity score (negative = inhibition), % at 10 µM; actives 0.038% (n = 300,000);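 active = more than half of replicate wells score below -50%, meaning over 50% inhibition versus plate controls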;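 note: 0% = median DMSO wells and -100% = median GW8510 positive control wells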
Target sequence (P49841 whole entry, looked up): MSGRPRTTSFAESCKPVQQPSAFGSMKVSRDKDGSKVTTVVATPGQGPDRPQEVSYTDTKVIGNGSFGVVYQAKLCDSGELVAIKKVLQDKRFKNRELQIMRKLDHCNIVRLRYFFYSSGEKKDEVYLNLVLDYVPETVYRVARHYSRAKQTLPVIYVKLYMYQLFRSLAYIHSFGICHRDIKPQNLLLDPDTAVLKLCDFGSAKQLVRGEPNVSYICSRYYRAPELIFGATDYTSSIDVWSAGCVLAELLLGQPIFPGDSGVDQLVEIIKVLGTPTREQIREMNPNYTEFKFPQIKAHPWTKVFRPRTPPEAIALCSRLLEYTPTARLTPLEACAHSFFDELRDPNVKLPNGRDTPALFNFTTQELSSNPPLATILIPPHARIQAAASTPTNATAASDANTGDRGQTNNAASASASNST
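Test system – GST-tagged human GSK3beta kinase, cell-free · Incubation – 60 min enzyme reaction, room temperature · Signal – ADP-Glo luminescence · Also added – peptide substrate and ATP at 25 µM · Controls – DMSO neutral wells and GW8510 at 20 µM as positive · Buffer or medium – Tris/MgCl2 kinase buffer · Measure – Luminescence-derived activity versus plate DMSO and GW8510 wells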
aSyn UTR inh: MLPCN primary screen, SNCA 5' untranslated region | AID 1813 | actives 0.82% (n = 300,000) | inhibition, % (tested at 7.5 µM) | alpha-synuclein 5'UTR reporter, inhibitor activity; in the data active = inhibition above about 60%;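 note: H4 neuroglioblastoma cells stably carrying SNCA 5'UTR luciferase fusion; 0% = DMSO wells and 100% = positive control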
HSP90 inh: HSP90 refolding inhibition in rabbit reticulocyte lysate. luciferase refolding luminescence, 3 h. inhibition, % at 5.6 µM. actives 0.91% (n = 290,000);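 active = inhibition above the screen-wide mean plus 3 SD, computed separately per campaign, cut at about 16% in these data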;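 note: 0% = DMSO wells and 100% = 60 µM geldanamycin wells; inhibitors lower the luminescence because luciferase stays unfolded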
IEC-6 tox: counter-screen for KLF5 inhibitors: cytotoxicity in IEC-6 cells; IEC-6 cytotoxicity, luminescence viability; inhibition, % at 5 µM; actives 0.78% (n = 290,000); AID 1825; in the data active = inhibition above about 22%;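 note: 0% = plate median of test compound wells and 100% = cytotoxic reference compound wells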
GSK3A inh: inhibitors of human GSK-3 alpha kinase | P49840 | AID 2650 | ADP-Glo luminescence, 60 min | inhibition, % at 10 µM | actives 0.1% (n = 320,000);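 in the data active = inhibition above about 50%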;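 note: GST-tagged GSK-3 alpha with peptide substrate and 25 µM ATP; 0% = DMSO neutral wells and 100% = GW8510 positive control wells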
Target sequence (P49840 whole entry, looked up): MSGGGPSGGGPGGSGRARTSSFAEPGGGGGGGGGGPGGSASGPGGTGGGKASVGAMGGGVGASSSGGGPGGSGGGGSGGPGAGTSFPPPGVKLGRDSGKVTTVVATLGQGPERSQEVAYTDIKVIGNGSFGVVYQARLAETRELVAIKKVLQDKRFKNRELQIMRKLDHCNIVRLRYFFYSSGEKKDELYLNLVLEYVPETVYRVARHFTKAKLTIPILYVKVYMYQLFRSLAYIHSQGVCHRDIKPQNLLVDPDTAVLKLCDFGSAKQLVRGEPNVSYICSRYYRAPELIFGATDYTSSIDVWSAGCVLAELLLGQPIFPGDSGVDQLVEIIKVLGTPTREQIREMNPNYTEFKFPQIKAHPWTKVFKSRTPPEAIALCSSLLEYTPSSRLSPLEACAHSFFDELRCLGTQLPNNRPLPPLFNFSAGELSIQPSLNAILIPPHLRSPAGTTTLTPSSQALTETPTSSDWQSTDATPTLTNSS
AI-2 QS modul: modulators of Vibrio harveyi AI-2 quorum sensing system; activity change, % at 7.5 µM; actives 0.4% (n = 300,000); Vibrio harveyi JMH597 AI-2 luminescence/OD600 ratio, 9 h; stronger effect = lower value; strain lacks LuxN and CqsS sensors; 0 = neutral-control median; AID 2094; in the data active = activity change below about -75%, passing the limit was not always enough;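 note: luminescence divided by OD600 gain over 9 h not by final OD600 alone; inactives centre near 13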
HSF1 activator: increases HSF-1 driven luciferase reporter signal; activation, % at 9 µM; NIH3T3-HGL HSF-1 luciferase reporter, MG132, 8 h; 100% = twice DMSO control signal; actives 1.7% (n = 300,000);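 active = mean replicate activation of at least 50% with a set share of replicates each reaching 50%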;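 note: 0% = median of the neutral control wells and 100% = twice that signal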
* hit, by the source's call; i = inactive; / = not tested or not shown. This is a subset; count on the stated rates, not on these rows.

SMILES	PolyA inhibitor	HSF1 inhib	KLF5 inh	GSK3beta inhib	aSyn UTR inh	HSP90 inh	IEC-6 tox	GSK3A inh	AI-2 QS modul	HSF1 activator
O=C(CCc1nc2ccccc2c(=O)[nH]1)Nc1ccc(Cl)c(Cl)c1	i	30.6	-24.8	-5.3	-12.0	5.2	-3.2	-1.7	-10.6	49.7
CC(C)c1ccc(S(=O)(=O)c2n[nH]n3c2nc(=O)c2ccccc23)cc1	i	-1.1	-11.4	0.7	9.9	0.4	2.6	-1.9	6.9	-6.2
CC1Oc2ccccc2OC1C(=O)Nc1nccs1 (stereo unspecified)	i	-3.1	-5.0	-1.7	-32.8	-0.5	0.1	-0.6	4.3	14.6
Cc1ccc(S(=O)(=O)N2CCCCC2)cc1C(=O)Nc1ccccn1	i	-1.0	-12.4	-0.1	-25.6	-1.7	-1.7	-3.9	14.7	7.3
Cn1ncc(C#N)c1NC(=O)C1CC(c2ccc(Cl)c(Cl)c2)=NO1 (stereo unspecified)	i	-1.9	10.6	-7.8	17.0	-1.8	3.4	-0.8	3.9	-19.2
CSc1nc(-c2ccccc2)c(C#N)c(=O)n1C	i	5.1	-3.2	-1.5	7.1	-1.8	1.5	-0.5	-15.0	14.0
COCCCNCCCOc1ccc(C(C)(C)c2ccccc2)cc1	i	-0.6	-6.4	-4.2	-43.9	0.1	1.9	1.7	-6.0	22.4
CC1=CCC(/C=N\Nc2nnc3c(n2)[nH]c2ccccc23)CC1 (stereo unspecified)	i	-1.8	2.2	-0.7	-64.9	1.1	-0.5	-1.1	25.1	-4.2
O=C(O)c1ccc(N=Cc2nc(-c3ccco3)oc2O)cc1	i	-5.0	-6.1	-4.0	16.3	-2.1	-0.2	2.0	-3.8	-1.4
CC(Oc1ccccc1)C(=O)NCc1cccnc1 (stereo unspecified)	i	-13.4	8.9	0.5	13.1	-1.5	-4.9	-0.2	30.0	-30.4
O=C(CCN1C(=O)c2cccc3cccc(c23)C1=O)N1CCOCC1	i	14.5	-81.0	0.2	-101.8	-1.6	1.0	-1.9	-3.2	28.1
CCOc1ccccc1CNS(=O)(=O)c1ccc(-c2cnc(C3CC3)o2)cc1	i	-39.3	34.8	-4.0	74.3*	5.2	75.4*	/	3.0	-43.2
CC(C)Nc1nc(NC(C)C)nc(SCC(N)=O)n1	i	-17.8	7.0	0.8	-24.3	7.9	5.5	-1.8	-1.2	-38.8
Cc1ccc(S(=O)(=O)NCCCCCC(N)=O)cc1	i	7.5	-17.8	-1.2	-0.5	1.9	11.4	-3.9	2.2	13.8
CCOC(=O)C1CCN(C(=O)C2(NC(=O)Nc3ccccc3C)CCCCC2)CC1	i	-1.9	-15.0	1.8	0.6	-3.4	-5.2	-1.6	40.0	1.4
Cc1ccc(C)c(NC(=O)CSc2ccc(-c3cccs3)nn2)c1	i	8.9	-0.8	0.8	-25.2	0.9	5.3	-4.5	20.7	6.9
O=C(CCCN1C(=O)/C(=C/c2ccc3c(c2)OCO3)SC1=S)Nc1ccc(C(=O)O)cc1	i	-25.2	10.4	-0.8	101.6*	9.7	3.1	-1.4	18.8	-34.4
COc1ccc(F)cc1CN1CCN(C(=O)CCC(=O)Nc2nnc(C(C)C)s2)CC1	i	-6.0	11.7	1.0	7.6	1.7	1.4	7.6	7.2	-9.8
CCOC(=O)c1c(NC(=O)CSc2nnc(Cc3csc(N)n3)n2C)sc(C)c1C	i	6.5	-11.2	4.3	22.6	1.9	-1.4	-1.4	11.0	-12.1
CCn1c(=O)c(C(=O)Nc2ccccc2S(N)(=O)=O)c(O)c2ccccc21	i	3.8	-65.0	1.7	-39.5	-1.0	3.1	-0.1	8.8	2.5

Not a retest: entries from further up.
SMILES	PolyA inhibitor	HSF1 inhib	KLF5 inh	GSK3beta inhib	aSyn UTR inh	HSP90 inh	IEC-6 tox	GSK3A inh	AI-2 QS modul	HSF1 activator
Cc1ccc(C)c(NC(=O)CSc2ccc(-c3cccs3)nn2)c1	i	8.9	-0.8	0.8	-25.2	0.9	5.3	-4.5	20.7	6.9
O=C(CCCN1C(=O)/C(=C/c2ccc3c(c2)OCO3)SC1=S)Nc1ccc(C(=O)O)cc1	i	-25.2	10.4	-0.8	101.6*	9.7	3.1	-1.4	18.8	-34.4

Further records follow.
SMILES	PolyA inhibitor	HSF1 inhib	KLF5 inh	GSK3beta inhib	aSyn UTR inh	HSP90 inh	IEC-6 tox	GSK3A inh	AI-2 QS modul	HSF1 activator
CSc1nc2sc(-c3ccccc3)cc2c(=O)n1N	i	12.2	-35.9	2.3	-74.2	0.8	0.1	-3.1	-17.2	45.8
Cc1ccccc1-n1nc2c(c1NC(=O)c1ccc3c(c1)OCO3)CS(=O)(=O)C2	i	-3.5	-6.2	-0.5	-9.4	-5.2	-9.7	1.7	10.0	-0.9
CC(C)Cc1n[nH]c(=O)c2c1nnn2Cc1ccccc1F	i	-2.8	-17.3	3.2	38.4	2.4	-4.0	-1.5	4.2	14.7
COC(=O)CN1C2(C#N)CCCCC2CC2CCCCC21C#N (stereo unspecified)	i	-2.5	-39.7	-4.1	8.6	3.0	7.9	-2.9	59.3	-16.1
CCOc1cccc(CN2CCN(c3cccc(C(F)(F)F)c3)CC2)c1O	i	18.4	-29.6	1.0	-30.9	1.1	2.7	1.3	-20.9	17.1
Cc1ccccc1Cn1cc(NC(=O)c2cc(-c3cccs3)on2)cn1	i	-6.8	-4.2	-0.7	0.9	1.1	-5.5	-2.2	16.2	20.7
CCNS(=O)(=O)c1ccc(NC(=S)N2CCc3ccccc32)cc1	i	6.6	-19.9	2.5	-21.1	-5.5	-4.5	-0.9	19.7	2.4
CCN(CC)S(=O)(=O)c1ccc(OC)c(NC(=O)c2cccc(C)c2[N+](=O)[O-])c1	i	6.2	-37.7	1.4	-12.4	-3.1	4.2	-0.3	10.1	-12.5
O=C(NCc1nnc(SCC(=O)N2CCCCC2)o1)c1c(F)cccc1F	i	-4.2	-12.2	-0.7	1.5	0.3	5.8	2.4	20.5	-2.7
O=C(NC1CCCC1)C1CCN(C(=O)Nc2cccc(Cl)c2)CC1	i	5.3	-10.0	0.4	-10.5	-0.2	-4.2	4.8	18.6	32.2
COc1cccc(Nc2ncnc3c2cnn3-c2cccc(C)c2)c1	i	22.0	-21.5	0.7	-137.1	1.8	3.5	-1.1	10.1	39.9
Cc1ccc(OCCCN2CCOCC2)c([N+](=O)[O-])c1	i	-7.9	-43.3	-2.6	-82.0	-4.6	-6.0	-4.7	9.6	24.6
Cc1cc(Br)ccc1NC(=S)N1CCOCC1	i	-3.3	-22.2	4.5	7.2	-3.0	3.9	-2.1	6.4	-6.6
CSc1ccccc1-c1nnc(-c2ccc(Cl)c(Cl)c2)o1	i	12.0	18.1	1.3	-98.1	-5.8	-12.0	-3.6	12.6	10.5
O=S(=O)(c1cccc2nonc12)N1CCCCCC1	i	-1.5	-23.4	-5.3	18.3	0.0	1.4	-0.2	13.8	-4.8
CCc1nc2ccccc2c(C(=O)OCc2nnc(-c3ccccc3)o2)c1C	i	-1.2	-17.2	-2.0	8.7	2.0	2.2	-0.9	13.5	-1.6
N=c1c(S(=O)(=O)c2ccc(Cl)cc2)cc2c(=O)n3ccccc3nc2n1Cc1cccnc1	i	-3.8	7.4	0.9	10.0	-2.4	-2.0	-0.4	14.6	1.7
C#CCOCCOCCOCCNc1nc(N2CCOCC2)nc(N2CCN(C(=O)[C@H](C)n3cc(CCCN=C(N)N)nn3)CC2)n1	i	-9.3	-2.2	-0.4	-4.6	-3.6	1.1	-7.3	2.7	-15.5
CN(C)c1ccc(C(CC(=O)c2ccccc2)C2CCCCC2=O)cc1 (stereo unspecified)	i	2.3	4.2	-0.1	-9.4	-0.5	-2.7	-0.9	33.8	22.2
N#Cc1cc2c(nc1SCC(=O)Nc1sc3c(c1C#N)CCC3)CCCCC2	i	-4.2	-8.5	13.9	-122.1	-0.1	4.5	-1.6	7.2	4.6
O=C(CCNS(=O)(=O)c1cccc2nsnc12)N1CCc2ccccc21	i	-9.2	7.4	-0.2	-9.1	-4.4	6.7	-0.1	34.4	-5.6
O=C(CSc1nnc(Cc2ccccc2)n1-c1ccccc1)NNC(=O)Cc1ccccc1	i	-2.7	-9.2	2.6	-6.6	-0.1	-3.9	-1.5	17.5	-9.7
O=C(/C=C/c1ccccc1)NC1CCCc2ccccc21 (stereo unspecified)	i	6.6	-15.5	3.1	-27.9	-2.3	5.5	-2.3	-8.4	1.0
CC(C)(O)c1[nH]c2ccc(C(F)(F)F)cc2c1C(C)(C)O	i	1.2	-1.9	-0.3	-41.5	-5.9	9.3	1.3	6.0	3.3
Cc1cc(C)cc(N(CC(=O)NC2CCCC2)C(=O)CNC(=O)c2ccco2)c1	i	2.8	-5.7	-1.6	-10.1	-2.7	0.2	-2.4	-4.7	10.5
COc1ccc(N2CCN(Cc3nc4c(c(=O)n(C)c(=O)n4C)n3Cc3cccc(C)c3)CC2)cc1	i	9.2	-32.2	3.2	18.6	-6.8	-6.3	-1.1	25.1	3.2
CCOc1ccc(C(=O)CC(Sc2ccc(C)cc2)C(=O)O)cc1 (stereo unspecified)	i	6.0	-17.5	5.0	1.1	2.1	-1.3	-4.9	40.6	11.8
CCOC(=O)Cc1cc(=O)[nH]c(/N=C(\N)Nc2ccc(C)cc2C)n1	i	0.0	-53.3	2.0	-17.5	1.2	3.6	/	3.6	2.4
O=S(=O)(c1ccc(F)cc1)N(CCO)CC(O)Cn1c2ccccc2c2ccccc21 (stereo unspecified)	i	9.2	-5.9	1.2	5.3	3.3	4.9	0.8	10.9	21.6
Cc1[nH]n(CCC#N)c(=O)c1CC(=O)N1CCN(c2ccccc2)CC1	i	-53.7*	26.3	-5.1	-3.6	0.5	-2.0	/	11.3	-65.3
CCc1cc(-c2ccc3c(c2)COc2c4ccccc4nn2-3)on1	i	-12.7	/	2.4	10.4	/	/	-0.7	18.0	-6.7
O=S1(=O)CC(O)C(NCc2cccnc2)C1 (stereo unspecified)	i	-2.4	7.0	-2.3	14.4	-1.5	-5.0	-1.4	20.0	1.8
O=[N+]([O-])c1ccc2nc(C3CCCCC3)[nH]c2c1	i	9.1	-85.0	-9.2	-46.5	-0.7	-8.0	2.1	0.3	21.6
O=C(CCCl)Nc1nc2c(s1)CCc1ccccc1-2	i	145.7	-13.7	-3.8	33.2	-2.0	30.0*	0.8	35.7	175.1*
COc1cccc(N2CCN(c3ncnc4c3[nH]c3ccc(F)cc34)CC2C)c1 (stereo unspecified)	i	-83.7*	57.1	-2.2	47.1	-2.5	35.8*	0.1	28.5	-85.9
Cc1ccccc1CSCCNC(=O)Nc1ccccc1	i	3.7	-21.1	0.3	-12.3	-2.8	-3.2	-2.1	10.1	15.6
CCc1nc2ccc(C(=O)NCCc3ccco3)cc2nc1CC	i	11.5	-71.0	-0.1	-63.0	0.5	5.2	/	9.9	13.5
Cn1cc(Cl)c(-c2n[nH]c(=S)n2-c2ccc(F)cc2)n1	i	-42.9	-6.1	1.8	-15.7	3.7	-6.2	-1.9	10.5	-54.5

From PubChem BioAssay
